# V-ATPase pHluor – yeast V-ATPase proton transport regulation by pHLuorin | 350,000 compounds, 0.37% hits | AID 504577 | response, % at 10 µM | S. cerevisiae, pHLuorin cytosolic pH fluorescence; in the data active means response mostly above about 7.3%, no sharp cut-off; inactive means mostly below about 5.4%; further: actives read high; inactives centre near 0; some compounds called inactive have numbers as strong as hits; reference of the scale not given here
# Keap1 Nrf2 FP – inhibitors of human Keap1-Nrf2 protein-protein interaction; 340,000 compounds, 0.15% hits; Keap1 Kelch-Nrf2 peptide fluorescence polarization, 1536-well; Q14145; AID 504523; inhibition, % at 9.4 µM; in the data active means inhibition above about 12%;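 further: human Keap1 Kelch domain with fluorescein labeled Nrf2 9mer peptide probe; 0% = neutral control wells and 100% = peptide positive control; higher means more block of Keap1 binding to Nrf2 peptide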
# C-LANA FP – inhibitors of KSHV LANA C-terminal domain DNA binding; MBP-C-LANA/FAM-LBS DNA binding, fluorescence polarization; inhibition, % at 9 µM; 340,000 compounds, 0.078% hits; AID 504423;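 active means highest replicate inhibition at or above 60% at 9 µM, even if other replicates fall short; inactive means all replicates below 60% inhibition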;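 further: 0% = neutral control wells and 100% = 4 µM acridine orange control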
# cardiac RTF act – cardiac RTF calcium sensitization. activation, % at 7.2 µM. P19429+P45379. IANBD-labeled TnC RTF fluorescence at EC20 calcium; 0% EC20 calcium, 100% full calcium. AID 493008. 340,000 compounds, 0.24% hits;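 active means activation above the mean over all tested compounds plus 3 SD, cut at about 30% in these data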;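 further: rise in fluorescence read as greater calcium sensitivity of cardiac thin filaments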
# HTR5A inv ctr – HTR5A inverse agonism, opioid heterodimer counter-screen | P47898 | HTR5A cell line, luminescence | inhibition, % at 9.3 µM | 340,000 compounds, 0.083% hits | AID 504634; in the data active means inhibition mostly above about 23%, no sharp cut-off; inactive means mostly below about 18%;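 further: 0% = cells with DMSO and 100% = no-cell wells with DMSO; some compounds called inactive have numbers as strong as hits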
# OPRM1-OPRD1 inv – mu-delta opioid heterodimer inverse agonism. inhibition, % at 9.3 µM. cell-based MOR-DOR heterodimer luminescence. 340,000 compounds, 0.21% hits. P35372+P41143; in the data active means inhibition above about 22%, passing the limit was not always enough;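 further: 0% = cells with DMSO and 100% = wells without cells with DMSO; values of inactives mirror those of a sister screen read the other way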
# Target sequence (P35372 whole entry, looked up): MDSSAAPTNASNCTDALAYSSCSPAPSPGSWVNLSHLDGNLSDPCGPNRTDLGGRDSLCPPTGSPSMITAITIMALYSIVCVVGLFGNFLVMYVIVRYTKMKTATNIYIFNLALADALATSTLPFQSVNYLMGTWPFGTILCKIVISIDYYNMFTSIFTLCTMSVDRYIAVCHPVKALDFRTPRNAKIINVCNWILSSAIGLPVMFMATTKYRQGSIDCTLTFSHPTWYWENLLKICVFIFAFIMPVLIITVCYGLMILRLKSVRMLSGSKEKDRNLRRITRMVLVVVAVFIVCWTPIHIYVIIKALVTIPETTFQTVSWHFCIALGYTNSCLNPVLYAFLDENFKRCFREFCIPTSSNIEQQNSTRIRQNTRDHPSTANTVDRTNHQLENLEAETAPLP
# Target sequence (P41143 whole entry, looked up): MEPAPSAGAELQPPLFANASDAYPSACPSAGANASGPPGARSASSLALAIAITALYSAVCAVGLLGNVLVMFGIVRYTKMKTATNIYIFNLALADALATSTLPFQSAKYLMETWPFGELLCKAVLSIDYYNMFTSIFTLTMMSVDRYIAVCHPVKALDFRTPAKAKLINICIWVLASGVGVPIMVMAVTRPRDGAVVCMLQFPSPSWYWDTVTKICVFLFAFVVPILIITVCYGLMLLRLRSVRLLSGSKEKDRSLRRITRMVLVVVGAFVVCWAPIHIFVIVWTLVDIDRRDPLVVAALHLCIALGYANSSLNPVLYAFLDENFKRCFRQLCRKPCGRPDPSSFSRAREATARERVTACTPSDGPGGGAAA
# HTR5A ag ctr – counter-screen for OPRM1-OPRD1 agonists: human HTR5A agonism; activation, % at 9.3 µM; P47898; 340,000 compounds, 0.61% hits; HTR5A agonist assay, luminescence, cell-based; in the data active means activation mostly above about 9.5%, no sharp cut-off; inactive means mostly below about 7.6%;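 further: 0% = cells with vehicle only and 100% = reference agonist; strong numbers were not always called active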
# CAL PDZ FP – inhibitors of human CAL PDZ peptide binding; inhibition, % at 24.9 µM; AID 602252; 300,000 compounds, 0.92% hits; Q9HD26; purified CAL PDZ, TMR-peptide fluorescence polarization, 1 h;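 active means mean inhibition of at least 30% with at least half of replicates also reaching 30%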;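 further: 0% = DMSO neutral control and 100% = excess unlabeled competitor peptide PRC23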
# Cardiac RTF inh – cardiac RTF calcium desensitization. IANBD-labeled cardiac RTF, Ca2+ fluorescence. inhibition, % at 7.15 µM. 340,000 compounds, 0.12% hits. AID 493244;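 active means inhibition above the mean inhibition of all tested compounds plus 3 SD, cut at about 17% in these data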;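 further: assay run at fixed EC70 calcium of 1.6 mM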
# OPRM1-OPRD1 ag – agonists of human mu-delta opioid receptor heterodimerization | cells, OPRM1-OPRD1 heterodimerization, luminescence | 340,000 compounds, 0.3% hits | activation, % at 9.3 µM | P35372+P41143; in the data active means activation above about 18%;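 further: 0% = vehicle-treated cells and 100% = reference agonist; values of inactives mirror those of a sister screen read the other way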
# Starred values were filed as active, the others as inactive; . = not tested or not shown.
# Preview (9 entries):
SMILES,V-ATPase pHluor,Keap1 Nrf2 FP,C-LANA FP,cardiac RTF act,HTR5A inv ctr,OPRM1-OPRD1 inv,HTR5A ag ctr,CAL PDZ FP,Cardiac RTF inh,OPRM1-OPRD1 ag
O=C(NCCc1c[nH]c2ccccc12)C1CCN(S(=O)(=O)c2ccccc2)CC1,-2,-1,-2.0,3,-12,11,3,-2,-6,-2.5
Cn1ncc([N+](=O)[O-])c1C(=O)Nc1ccc(C2CCCCC2)cc1,0,-4,-0.8,1,-2,-6,1,6,-1,1.1
Cc1ccsc1C(=O)OCC(=O)NC1CCCCC1C (configuration not stated),0,3,4.4,-5,-1,2,0,-2,-6,-0.6
CCCNC(=O)CNC(=O)c1ccc(C#N)cc1,14,4,0.9,-3,-16,1,5,-1,-1,-0.2
CC1CCN(CCCCOc2ccc(Cl)cc2)CC1,1,2,-4.7,2,12,8,-3,-3,-8,-1.6
O=C(Nc1ccc(-c2csc(Nc3ccccc3)n2)cc1)c1cc([N+](=O)[O-])cc(C(F)(F)F)c1,0,0,1.1,3,-19,-19,-1,-1,3,4.2
Cn1c(Cc2ccccc2)nnc1SCC(=O)Nc1ccc2c(c1)OCCO2,-6,5,0.4,-4,-55,-14,2,-1,-6,2.7
CC1CN(C)C(C)c2c1oc1ccc([N+](=O)[O-])cc21 (configuration not stated),2,-6,-0.3,5,8,-20,0,.,-3,3.9
CCc1c(C)nc(SCC(=O)N2CCCCC2CC)[nH]c1=O (configuration not stated),1,-4,-1.6,2,-14,7,-3,.,1,-1.4

# The whole of this part, repeating the preview:
SMILES,V-ATPase pHluor,Keap1 Nrf2 FP,C-LANA FP,cardiac RTF act,HTR5A inv ctr,OPRM1-OPRD1 inv,HTR5A ag ctr,CAL PDZ FP,Cardiac RTF inh,OPRM1-OPRD1 ag
O=C(NCCc1c[nH]c2ccccc12)C1CCN(S(=O)(=O)c2ccccc2)CC1,-2,-1,-2.0,3,-12,11,3,-2,-6,-2.5
Cn1ncc([N+](=O)[O-])c1C(=O)Nc1ccc(C2CCCCC2)cc1,0,-4,-0.8,1,-2,-6,1,6,-1,1.1
Cc1ccsc1C(=O)OCC(=O)NC1CCCCC1C (configuration not stated),0,3,4.4,-5,-1,2,0,-2,-6,-0.6
CCCNC(=O)CNC(=O)c1ccc(C#N)cc1,14,4,0.9,-3,-16,1,5,-1,-1,-0.2
CC1CCN(CCCCOc2ccc(Cl)cc2)CC1,1,2,-4.7,2,12,8,-3,-3,-8,-1.6
O=C(Nc1ccc(-c2csc(Nc3ccccc3)n2)cc1)c1cc([N+](=O)[O-])cc(C(F)(F)F)c1,0,0,1.1,3,-19,-19,-1,-1,3,4.2
Cn1c(Cc2ccccc2)nnc1SCC(=O)Nc1ccc2c(c1)OCCO2,-6,5,0.4,-4,-55,-14,2,-1,-6,2.7
CC1CN(C)C(C)c2c1oc1ccc([N+](=O)[O-])cc21 (configuration not stated),2,-6,-0.3,5,8,-20,0,.,-3,3.9
CCc1c(C)nc(SCC(=O)N2CCCCC2CC)[nH]c1=O (configuration not stated),1,-4,-1.6,2,-14,7,-3,.,1,-1.4
COc1ccccc1NC(=S)N(CCc1c(C)[nH]c2ccccc12)Cc1cccs1,-2,-3,-1.4,5,12,4,-4,.,4,-0.7
CCOc1ccc(OCC(=O)OCC(=O)Nc2ccccc2C#N)cc1,1,-4,0.6,8,-3,3,6,-1,-9,-0.4
Cc1cc(OC(C)C(=O)Nc2ccncc2)ccc1Cl (configuration not stated),4,0,5.2,-5,5,1,-1,-6,-1,-0.3
O=C(CSc1nnc(SCc2ccccc2)s1)N/N=C/c1ccc(Cl)cc1Cl,0,-3,-0.5,2,-6,17,-4,-3,-8,-3.2
O=C(NCC(c1ccco1)N1CCCCC1)c1cccnc1 (configuration not stated),-5,-5,1.3,-2,-10,-3,4,-2,-10,0.7
NC(=O)c1cccnc1Sc1ccc(Cl)cc1,-2,-10,0.1,3,-2,-6,1,1,0,0.9
CCC1CCCCN1CCCNC(=O)c1ccc2c(=O)n(CCOC)c(=O)[nH]c2c1 (configuration not stated),2,0,-2.2,-4,13,-1,-5,5,4,0.2
Cc1ccccc1-n1c(C)c(C#N)c(=O)c(-[n+]2ccccc2)c1[S-],3,-2,1.9,2,12,8,-5,-5,-1,-1.4
O=C(CCCN1C(=O)c2ccccc2C1=O)Nc1ccc(S(=O)(=O)N2CCCCC2)cc1,1,-2,0.0,17,-20,13,0,-2,-6,-2.3
COc1ccc(/C=N/Nc2nonc2N)cc1OC,0,1,1.9,-2,13,2,-5,5,-14,-0.3
COc1ccc(S(=O)(=O)N2CCOCC2)c(C)c1C,6,-2,-0.2,1,-13,11,3,1,-5,-1.9
Cc1cccc(CCNC(=O)Cc2ccc(NC3=NC4CS(=O)(=O)CC4S3)cc2)c1 (configuration not stated),-1,4,-0.1,2,16,4,-3,-1,0,-0.7
Cc1ccc(OCC(=O)NCCCNC(=O)COc2ccc(C)cc2)cc1,-5,1,0.3,-5,0,10,6,-7,-6,-1.4
CCOc1ccc(CN2CCCC(CNC(=O)c3ccc(F)cc3)C2)cc1CO (configuration not stated),-3,6,1.9,-4,-7,-2,-3,-5,-21,0.3
CCOc1ccc(C)cc1S(=O)(=O)N1CCCCC1,9,-5,0.7,0,-11,-2,4,-2,-7,0.5
CCCOC(=O)C1=C(C)OC23OC(N)=C(C#N)C12C(=O)c1ccccc13 (configuration not stated),5,-2,-0.1,-2,-12,5,0,-6,2,-0.9
# (cont.)
SMILES,V-ATPase pHluor,Keap1 Nrf2 FP,C-LANA FP,cardiac RTF act,HTR5A inv ctr,OPRM1-OPRD1 inv,HTR5A ag ctr,CAL PDZ FP,Cardiac RTF inh,OPRM1-OPRD1 ag
Cc1ccc(C)n1-c1nnc(N2CCC(C(=O)N3CCN(C)CC3)CC2)s1,-2,-3,0.7,3,13,11,-5,0,-9,-2.1
C=CCc1cccc2cc(C(=O)Nc3ccc(F)cc3)c(=O)oc12,-2,-5,-1.5,9,-4,13,-3,0,9,-2.4
CSCCC(NC(=O)c1ccccc1Br)C(=O)NNC(=O)c1cc(C)oc1C (configuration not stated),-2,-5,-1.5,0,9,-2,-4,7,4,0.5
Cc1ccc(NC(=O)c2cc3ccccc3cc2O)cc1,4,-3,-0.1,4,-19,-15,5,-1,-13,2.9
COc1ccc(N=Nc2cc(C)ccc2O)cc1,2,2,-0.7,-3,-4,0,1,-3,5,0.0
O=S(=O)(c1ccc(F)cc1)c1nc(-c2ccc(F)cc2)oc1NCCN1CCOCC1,0,-2,-1.2,2,-10,4,-5,.,-1,-1.0
CCCC(=O)Nc1c(-c2cccc(C)c2)c(=O)c2ccccc2n1C,-1,-6,0.9,0,-3,17,1,.,-3,-3.8
CCOC(CNC(=O)c1cccc([N+](=O)[O-])c1)OCC,-3,1,1.2,-2,-11,14,3,0,0,-3.0
COc1ccccc1N1CCN(Cc2nc(N)nc(Nc3ccc(C)c(Cl)c3)n2)CC1,3,0,-0.8,-4,4,-8,3,-4,-2,1.3
CCOC(=O)c1sc2nc(CSc3ccccc3)nc(N3CCCN(C)CC3)c2c1C,-2,-4,0.1,-5,-5,-24,2,4,-2,4.4
COc1ccc(C(=O)NC(=S)Nc2ccc3oc(=O)ccc3c2)cc1[N+](=O)[O-],0,-4,0.4,0,13,12,-2,-3,-11,-2.2
Cn1c(=O)c2[nH]c(C(O)c3ccc(Cl)cc3)nc2n(C)c1=O (configuration not stated),-7,-4,-1.0,-4,-6,7,2,-3,-9,-1.5
COC(=O)[C@@]12CCCN1[C@H](c1ccc(-c3ccc(F)cc3)cc1)[C@H]1C(=O)N(C)C(=O)[C@H]12,3,-4,0.8,11,19,-4,0,5,-8,0.6
CC(C)CC(OC(=O)c1cccs1)C(=O)NCc1ccco1 (configuration not stated),1,-2,-1.2,0,-30,6,1,0,-7,-1.1
COC(=O)Nc1ccc(S(=O)(=O)N2c3ccccc3CCC2C)cc1 (configuration not stated),4,-7,1.1,-6,14,0,6,-5,-7,-0.1
CC(=O)c1ccc(C(=O)N2CCCC(C(=O)c3ccc(Cl)cc3)C2)s1 (configuration not stated),-1,-4,1.4,1,8,14,-4,0,-1,-4.4
Cc1ccc(-c2csc(C3=C(O)CN(NC(=O)c4ccco4)C3=N)n2)cc1,-2,-6,0.2,3,-19,-11,2,-6,-11,2.1
CCOC(=O)CSC1=C(C#N)C(c2ccc3c(c2)OCO3)CC(=O)N1 (configuration not stated),2,-4,2.5,-2,-2,17,0,3,-9,-2.9
O=C(c1ccc(CSCc2ccccc2F)o1)N1CCN(c2ccc(N3CCOCC3)nn2)CC1,5,-3,-0.6,7,2,13,-1,.,-9,-2.2
Cn1ccnc1SCc1nc2c(cnn2-c2ccccc2)c(=O)[nH]1,3,-1,0.3,-1,-14,14,0,.,-1,-2.6
COc1ccc2c(CC(=O)N3CCc4cc(OC)c(OC)cc4C3)coc2c1,1,1,-0.3,-6,-13,5,-1,.,-9,-0.8
O=C(NNC(=O)c1ccccc1Br)c1ccc(Cl)cc1,4,-7,2.5,-4,7,13,-3,-3,2,-2.4
O=S(=O)(c1ccc(Cl)s1)N1CCNCC1,1,-4,1.8,-2,8,12,-3,1,-12,-2.9
CC(C)N(C#N)c1nc(N2CCOCC2)nc(N2CCOCC2)n1,-1,0,-0.7,3,2,6,7,-4,-12,-1.1
COc1ccc(CNC(=O)CSc2nc(-c3ccccc3)cc(-c3cccs3)c2C#N)cc1,-3,0,3.9,2,20,6,-6,0,-8,-1.2
# Remaining list, next part:
SMILES,V-ATPase pHluor,Keap1 Nrf2 FP,C-LANA FP,cardiac RTF act,HTR5A inv ctr,OPRM1-OPRD1 inv,HTR5A ag ctr,CAL PDZ FP,Cardiac RTF inh,OPRM1-OPRD1 ag
Cc1ccc(NC(=O)CC2S/C(=N/c3nccs3)N(C)C2=O)c(C)c1 (configuration not stated),0,-6,-0.1,-1,-14,-7,5,3,-9,1.2
COc1ccccc1C(=O)NC1CC(C)(C)NC(C)(C)C1,1,0,-0.3,6,5,3,-2,-3,-2,-0.6
COc1cccc(/C=C2\SC(=S)N(CCCC(=O)N(CCO)c3ccccc3)C2=O)c1,-2,-7,-2.0,-2,8,-11,-3,-6,-2,2.8
O=C(CCNS(=O)(=O)c1ccc2c(c1)CCC(=O)N2)Nc1ccc(F)c(F)c1,0,1,0.2,0,-11,4,-3,-3,-7,-0.8
CCOc1ccc(C2c3[nH]c4ccccc4c3CCN2C(=O)Cn2cncn2)cc1 (configuration not stated),1,-2,-0.4,-2,-23,14,3,-3,-9,-2.8
COc1ccccc1N(C(=O)c1ccncc1)c1nc(-c2ccc([N+](=O)[O-])cc2)cs1,1,-7,1.3,-5,12,-6,6,-1,6,1.1

# Bioassay records from PubChem.
